PGK inhibitor: T. brucei PGK inhibition; P07378; PGK/GAPDH coupled, Kinase-Glo luminescence, 60 min; Potency, µM (titrated, usually from 57.5 µM), without a hit: at the top dose activity change, negative = inhibition, usual class: inhibitors; 380,000 compounds, 0.043% hits; AID 602233; further: on the % scale 0 is the no-effect control and ±100 the full control effect; nearly all actives have a fitted effect of over 60% in size
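Luminescent ATP detection (Kinase-Glo Plus) follows a 60-minute room-temperature incubation, with wells lacking PGK as controls. Buffer: 100 mM TEA (pH 7.6), 5 mM MgCl2, 0.01% Tween-20. Coupling enzyme GAPDH (100 nM final) supplies unstable 1,3-BPG in-well.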
BAZ2B block: inhibitors of human BAZ2B bromodomain; AlphaScreen BAZ2B-H3K14Ac peptide displacement; Potency, µM (top dose mostly 114 µM), for inactives: at the highest dose activity change, negative = inhibition, actives largely listed as inhibitors; 360,000 compounds, 4.4% hits; further: on the % scale 0 is the no-effect control and ±100 the full control effect; nearly all actives have a fitted effect of over 60% in size
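Protein-peptide AlphaScreen: BAZ2B 50 nM, b-H3K14Ac 50 nM, 1x PBS pH 7.4 + 0.01% Tween-20. Preincubation 30 min RT; cpd 30 min RT (top 110 uM); beads 20 min RT, light-protected.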
GLS inh: blocks human kidney-isoform glutaminase activity. GLS enzymatic activity, qHTS titration. Potency, µM (series often up to 45.5 µM), for the others: at the top dose activity change, negative = inhibition, most hits filed as inhibitors. 410,000 compounds, 0.21% hits. AID 624170; further: on the % scale 0 is the no-effect control and ±100 the full control effect
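Enzyme dispensed in phosphate buffer (45 mM, pH 8.2, 0.02% Tween-20), compounds pinned in, then 1 mM L-glutamine solution and the glutamate oxidase–HRP–Amplex Red mix added; fluorescence read immediately and again after 30 min at room temperature.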
BLM helicase inh: blocks DNA unwinding by human BLM helicase; P54132; recombinant BLM DNA unwinding, fluorescence dequenching; Potency, µM (top dose mostly 56.1 µM), for inactives: at the highest dose activity change, negative = inhibition, usual class: inhibitors; 350,000 compounds, 0.2% hits; AID 2528;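 further: plate controls were vehicle for no effect and no enzyme for full effect; nearly all actives have a fitted effect of over 35% in size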
Pin1 inhibitor: inhibitors of human Pin1; Q13526; Pin1 FP peptide displacement, HiFluor488, 10 min; Potency, µM (titrated, usually from 115 µM), without a hit: top-dose activity, negative = inhibition, usual class: inhibitors; 390,000 compounds, 0.009% hits; AID 504891; active means well fitted inhibition curve with a large enough effect in the polarisation, with a control signal flat, not every such curve was filed as active; inconclusive means small, poorly fitted or top-dose-only effect, or effect the other way, or a change in a side signal; inactive means no such curve, though single readings can be large or run the other way; the % refers to the polarisation; further: on the % scale 0 is the no-effect control and ±100 the full control effect
Target sequence (Q13526 whole entry, looked up): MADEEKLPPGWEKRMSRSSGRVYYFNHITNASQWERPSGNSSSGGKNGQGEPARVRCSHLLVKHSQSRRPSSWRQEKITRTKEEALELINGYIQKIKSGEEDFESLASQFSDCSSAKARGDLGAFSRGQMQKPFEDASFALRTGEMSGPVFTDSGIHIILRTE
G9a inh: inhibitors of human histone lysine methyltransferase G9a. G9a H3K9 monomethylation, AlphaScreen, 2 h. Potency, µM (doses to about 102 µM), inactives show top-dose activity, negative = inhibition, most hits filed as inhibitors. 350,000 compounds, 8.8% hits. AID 504332; further: on the % scale 0 is the no-effect control and ±100 the full control effect; nearly all actives have a fitted effect of over 75% in size
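AlphaScreen read-out: biotin-H3K9 peptide (500 nM) methylation by 20 nM enzyme with 20 uM SAM, 2 h at room temperature after 15 min compound preincubation; anti-monomethyl H3K9 antibody plus donor/acceptor beads, 10 min dark.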
JMJD2A Tudor inh: inhibitors of human JMJD2A Tudor domain. AlphaScreen JMJD2A-Tudor / H3K4me3 peptide binding. O75164. Potency, µM (titrated, usually from 114 µM), without a hit: top-dose activity change, negative = inhibition, usual class: inhibitors. 390,000 compounds, 4.4% hits; further: on the % scale 0 is the no-effect control and ±100 the full control effect; nearly all actives have a fitted effect of over 50% in size
HP1b binding inh: blocks HP1-beta chromodomain binding to methylated histone tails. P83916. AlphaScreen HP1-beta / biotin-H3K9me3 peptide binding. Potency, µM (top dose mostly 114 µM), for the others: at the highest dose activity change, negative = inhibition, most hits filed as inhibitors. 390,000 compounds, 0.56% hits. AID 540317; further: nearly all actives have a fitted effect of over 70% in size; inactives centre near 23
Target sequence (P83916 whole entry, looked up): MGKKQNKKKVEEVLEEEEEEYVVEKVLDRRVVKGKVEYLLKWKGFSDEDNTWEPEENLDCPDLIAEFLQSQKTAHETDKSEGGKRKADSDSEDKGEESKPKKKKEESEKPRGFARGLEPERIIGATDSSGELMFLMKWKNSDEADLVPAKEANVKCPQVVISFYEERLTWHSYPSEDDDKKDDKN
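Compound inhibition of the preformed complex between 50 nM HP1-beta and 50 nM biotinylated H3K9me3 peptide was read by AlphaScreen. Buffer was PBS pH 7.4 with 0.01% Tween-20. Incubations ran 30 min at room temperature, with 10 ug/mL donor/acceptor beads.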
Pol iota inh: blocks human DNA polymerase iota activity; Q9UNA4; Pol iota fluorescent replication assay, 10 min; Potency, µM (highest dose often 115 µM), for inactives: top-dose activity, negative = inhibition, most hits filed as inhibitors; 390,000 compounds, 1% hits; AID 588590
Target sequence (Q9UNA4 whole entry, looked up): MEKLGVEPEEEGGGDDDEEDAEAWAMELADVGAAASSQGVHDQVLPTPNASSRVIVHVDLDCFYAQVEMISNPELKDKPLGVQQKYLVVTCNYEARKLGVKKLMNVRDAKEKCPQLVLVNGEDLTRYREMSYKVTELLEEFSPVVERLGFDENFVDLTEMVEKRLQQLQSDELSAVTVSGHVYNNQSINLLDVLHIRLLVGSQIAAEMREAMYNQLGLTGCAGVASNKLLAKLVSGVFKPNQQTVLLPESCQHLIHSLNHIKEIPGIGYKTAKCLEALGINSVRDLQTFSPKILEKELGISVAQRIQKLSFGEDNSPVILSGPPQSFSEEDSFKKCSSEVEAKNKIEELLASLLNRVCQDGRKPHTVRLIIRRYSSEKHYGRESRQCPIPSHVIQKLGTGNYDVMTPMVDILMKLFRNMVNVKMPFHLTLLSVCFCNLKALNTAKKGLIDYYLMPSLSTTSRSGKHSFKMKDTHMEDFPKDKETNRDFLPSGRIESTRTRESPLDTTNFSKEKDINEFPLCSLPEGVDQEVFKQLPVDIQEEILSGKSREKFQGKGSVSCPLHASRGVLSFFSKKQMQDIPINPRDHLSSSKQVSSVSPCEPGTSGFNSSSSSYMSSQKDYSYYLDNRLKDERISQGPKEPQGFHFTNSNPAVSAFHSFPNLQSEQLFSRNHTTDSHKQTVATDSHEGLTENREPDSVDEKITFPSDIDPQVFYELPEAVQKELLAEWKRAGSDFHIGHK
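Fluorescent replication assay read twice, at 0 min and 10 min after adding 50 nM (final) substrate. Enzyme (10 nM) and compounds were first incubated 15 min at room temperature; enzyme-free buffer wells were negative controls.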
The depositor's hits bear a star; i = inactive; ? = inconclusive; / = no result given; [ ] = dose if it differs, or a comment. Unless noted, the call rests on the fitted dose curve; in most records, active means well fitted curve in the direction sought with a large enough effect; inconclusive means small, poorly fitted or top-dose-only effect, or another doubt; inactive means no such curve, though single readings can be large; an effect the other way counts as inactive or inconclusive. Potency means the concentration at half of the fitted maximal effect. This is a subset; the hit share may differ from the screen's.

mol | PGK inhibitor | BAZ2B block | GLS inh | BLM helicase inh | Pin1 inhibitor | G9a inh | JMJD2A Tudor inh | HP1b binding inh | Pol iota inh
COCCNC(=O)CCc1nc(-c2ccccc2)no1 | -4.9% | 10.4% | 11.0% | -6.5% | 4.5% | 24.8%[12.7 µM] | 4.5% | 13.0% | 8.8%
CCN1CCN(c2ccc(S(=O)(=O)N3CCCCC3)cc2N)CC1 | -6.4% | -1.9% | 8.7% | / | 3.2% | -46.5%[12.7 µM] | -4.6% | 34.1% | -14.3%
Cc1ccc(-n2nnnc2CSc2nnc(-c3ccc(O)cc3)o2)cc1 | 0.0% | 4.9% | 6.4% | 1.2% | 20.2% | 12.3%[59 µM] | 1.4% | 37.4% | 171.5%[activator]
CCOC(=O)c1c(NC(C)=O)c2c3c(sc2n1Cc1nc(-c2cccc(Cl)c2)oc1C)CCCC3 | / | 3.2% | -18.6% | -2.0% | 4.8% | -7.3%[59 µM] | -18.2% | 6.7% | ?
O=S(=O)(c1cccc(-c2csc(N/N=C/c3ccco3)n2)c1)N1CCOCC1 | -2.6% | ? | -0.7% | -10.7% | 11.6% | 44.7µM* | ? | -15.2% | -12.9%
COc1ccc(CCNC(=O)c2ccc(Cn3c(=O)[nH]c4cc(OC)c(OC)cc4c3=O)cc2)cc1OC | -9.7% | -0.7% | -0.5% | -0.2% | 5.9% | 0.7%[59 µM] | -7.8% | 24.8% | -7.4%
C/C(=N\Nc1nccnc1Cl)c1ccc(Br)cc1 | -1.8% | -1.2% | 3.1% | -1.1% | -1.9% | 4.0% | -19.9% | 3.9% | -1.1%
O=C(OCC(=O)N1CCN(c2ccccc2)CC1)c1ncc(Cl)c(Cl)c1Cl | -2.5% | 7.5% | 8.6% | / | 0.6% | 4.3%[59 µM] | -18.7% | -9.6% | -16.6%
CN(C)S(=O)(=O)n1cnc([C@@H]2[C@H]3C(=O)OC[C@@H]3C[C@@]23N=CN(Cc2ccccc2)C3=O)c1 | -0.6% | -3.5% | -3.2% | / | 0.5% | 4.7%[0.501 µM] | -18.6% | 66.4%[activator] | 15.4%
CC(C)(C)S(=O)(=O)N1Cc2cc(=O)n(Cc3ccccc3)c(CCO)c2[C@@H]1CCO | 2.6% | / | 0.2% | / | 6.7% | / | -14.4% | 23.3% | 19.2%
Cc1ccccc1NC(=O)CSc1nc(=O)n(CCN2CCOCC2)c2c1CCC2 | 1.4% | -7.0% | -2.4% | 0.5% | -1.3% | -4.5%[59 µM] | -7.8% | 24.6% | 13.3%
O=C(CN1CCc2[nH]c3ccccc3c2C1)N1CCCCC1 | 3.2% | -33.6% | 10.5% | 12.0% | -14.0% | 15.9%[12.7 µM] | -19.0% | 11.2% | 33.4%[activator]
CCc1nnc(NC(=O)C2CCCO2)s1 (centres undefined) | -10.0% | -11.0% | 8.8% | -0.8% | -4.5% | 10.6%[12.7 µM] | -8.3% | 12.8% | -15.2%
Fc1ccc(Br)cc1C1C=C(c2cccnc2)Nc2ncnn21 (centres undefined) | -5.0% | -6.8% | 1.4% | 3.8% | ? | 44.7µM* | ? | 43.0%[activator] | -17.5%
CC(C)NC(=O)NC(=O)CSc1nnc(COc2ccccc2F)n1C(C)C1CC2CCC1C2 (centres undefined) | -9.9% | -29.1% | -13.4% | -16.3% | -1.0% | / | ? | -3.9% | -1.2%
Cc1nc2c3ccccc3nc(NNC(=O)CCC(=O)NCCN3CCN(c4ccccc4)CC3)n2n1 | -13.2% | ? | 34.7%[activator] | 3.6% | 0.1% | 28.3% | -17.9% | 24.2% | ?
O=C1C(Cl)=C(NC2CCCCC2)C(=O)N1c1ccc(Cl)cc1 | 5.0% | 4.0% | 5.6% | -7.0% | 9.1% | 16.9% | 16.6% | 62.3%[activator] | 2.5%
COC(=O)c1cccc(F)c1C(=O)c1cccc2ccccc12 | -9.8% | / | 2.1% | / | 0.4% | / | 22.8% | 27.6%[57 µM] | 56.8%[activator]
Cc1ccc(Nc2nc(N)nc(CSC(=S)N3CCOCC3)n2)c(C)c1 | i | -1.9% | 10.6% | -1.2% | 11.1% | 4.6%[59 µM] | ? | 3.7% | 17.8%
C=CCN1C(=O)/C(=C\c2cccs2)C(C(=O)OC)=C1C | i | 39.8µM* | -1.6% | -4.8% | -2.7% | 50.1µM* | ? | ? | -0.1%
Cc1cc(Cl)ccc1Nc1nc(NCc2ccco2)nc2nccnc12 | / | / | / | / | -1.2% | / | -12.8% | 25.6% | 0.9%
COc1ccc(NC2CCCN(C(=O)c3cccc(N4CCNC4=O)c3)C2)cc1 (centres undefined) | 10.1% | -13.6% | -4.4% | 3.2% | 3.9% | 39.8µM* | -15.3% | 11.0% | 21.8%
COC(=O)C1SCC2C(=O)N(Cc3ccccc3)CC(=O)N21 (centres undefined) | 5.0% | -2.1% | 2.5% | -5.9% | -8.8% | 60.4%[activator] | -6.3% | 24.1% | 0.7%
CCc1c(C)sc(NC(=O)C2CC2c2ccccc2)c1C(N)=O (centres undefined) | i | -4.9% | -8.5% | -3.8% | 2.7% | 14.1µM* | -30.6% | -0.4% | 3.6%
COc1ccc(OC)c(S(=O)(=O)Nc2ccccc2SC)c1 | -11.7% | 4.5% | 8.0% | 0.9% | 1.6% | 3.8%[59 µM] | -3.0% | 45.3% | -2.2%
Oc1cc2c(cc1C(c1ccc(Cl)c(Cl)c1)N1CCCC1)OCO2 (centres undefined) | 6.5% | 35.5µM* | -1.2% | -13.8% | ? | 1.41µM* | 10µM* | 20µM* | ?
CCOc1ccc2nc(SCC(=O)c3ccc(Cl)s3)sc2c1 | -4.4% | 39.4%[activator] | 13.1% | -11.4% | ? | ? | 53.1%[activator] | 39.7%[activator] | 10.3%
N=C1C(c2ccccc2)=C(O)CN1NC(=O)c1ccc(Cl)cc1 | 18.1% | 26.1% | 0.0% | -4.7% | 2.6% | -7.8% | -15.6% | 9.0% | 48.9%[activator]
COc1ccc(NC(=O)CN(c2ccc(C)cc2)S(=O)(=O)c2cccc3nonc23)cc1OC | -3.7% | / | -3.7% | -9.8% | 2.3% | ? | -32.7% | 5.7% | 20.2%
CC(=O)Nc1cccc(NC=C(C#N)C#N)c1 | -10.6% | -21.9% | -3.6% | -2.0% | -5.1% | 14.2% | -7.6% | 63.3%[activator] | 13.0%
CC(C)(C)CNC(=O)c1ccc2c(c1)S(=O)(=O)c1cc(Cl)ccc1C2=O | -5.4% | -5.0% | -7.8% | / | 1.9% | -6.0%[2.33 µM] | ? | 29.9% | -4.7%
CCOc1ccc(S(=O)(=O)N(CC)CC(=O)NCc2ccncc2)cc1C | -1.9% | -15.4% | -8.1% | -2.8% | -1.6% | -13.9% | 1.4% | 45.6%[activator] | 52.5%[activator]
O=C(CCN1C(=O)C2CC=CCC2C1=O)Nc1ccc(S(=O)(=O)N2CCCCC2)cc1 (centres undefined) | -11.2% | 7.9% | 1.3% | / | -1.5% | ? | -3.4% | 15.0% | -0.1%
C=C(C)CN(CC)C(=O)CSc1ccc(S(=O)(=O)N2CCN(C)CC2)cn1 | -11.6% | 9.2% | -17.1% | / | 1.7% | 44.7µM* | -4.1% | 38.4% | 20.6%
COc1ccc(N2CCN(Cc3cc(=O)oc4cc(-c5ccccc5)c(O)cc34)CC2)cc1 | -8.0% | 13.3% | 9.5% | -0.6% | -0.3% | -13.6%[59 µM] | -23.9% | 9.4% | 21.8%
COc1ccc(OCCn2c(C3CC(=O)N(c4ccc(F)cc4)C3)nc3ccccc32)cc1 (centres undefined) | -4.7% | -15.4% | -23.5% | -26.7% | 61.1%[activator] | -44.3%[59 µM] | -23.8% | 22.0% | ?
CC(C)c1cc(C(=O)N/N=C/C(Br)=C/c2ccccc2)n[nH]1 | 2.4% | -20.4%[57.1 µM] | 6.5% | 0.3% | ? | -9.7% | ? | -13.8% | 37.1%[activator]
O=C(N/N=C/c1cc(Cl)cc([N+](=O)[O-])c1O)c1cccc(S(=O)(=O)N2CCOCC2)c1 | -16.4% | 25.1µM* | 11.5% | / | 1.2% | 50.1µM* | 39.8µM* | -32.4% | 18.5%
COC(=O)C1=C(C)NC(=O)C1(NC(=O)c1ccncc1)C(F)(F)F (centres undefined) | / | 3.8% | 16.2% | -12.6% | 2.0% | 4.2% | ? | 21.4% | -2.3%
O=C(NNC(=O)c1sccc1-n1cccc1)c1cccc(Cl)c1 | -2.4% | 8.4% | 27.8% | 0.4% | 1.3% | -40.5%[59 µM] | -7.1%[57.1 µM] | 14.6% | 12.6%
Oc1c(Br)cc(Br)cc1-c1nc2ccccc2s1 | -3.8% | -1.2% | 11.0% | 0.9% | -0.7% | -48.0%[59 µM] | 5.6% | 30.2% | 7.0%
CC(=O)Oc1ccc(C(=O)Nc2cc(C)on2)cc1 | -6.0% | 6.1% | 0.7% | -2.9% | -3.5% | -4.4% | -3.9% | 28.8% | -1.9%
COc1ccc(CCNC(=O)C2=CCN(S(=O)(=O)c3ccc(F)cc3)CC2)cc1OC | -3.5% | -3.5% | 4.8% | 0.2% | -6.9% | ? | -14.5% | 16.9% | 0.2%
COc1ccc(/C=N/N=C2\CC3CCC2(C)C3(C)C)cc1O (centres undefined) | -1.8% | -5.5% | 2.5% | -4.5% | -0.9% | -1.7%[59 µM] | -8.5% | 20.0% | -8.9%

At a glance, some entries already given:
mol | PGK inhibitor | BAZ2B block | GLS inh | BLM helicase inh | Pin1 inhibitor | G9a inh | JMJD2A Tudor inh | HP1b binding inh | Pol iota inh
CCOc1ccc(S(=O)(=O)N(CC)CC(=O)NCc2ccncc2)cc1C | -1.9% | -15.4% | -8.1% | -2.8% | -1.6% | -13.9% | 1.4% | 45.6%[activator] | 52.5%[activator]
O=C(CCN1C(=O)C2CC=CCC2C1=O)Nc1ccc(S(=O)(=O)N2CCCCC2)cc1 (centres undefined) | -11.2% | 7.9% | 1.3% | / | -1.5% | ? | -3.4% | 15.0% | -0.1%

Compound activity from PubChem BioAssay.
